RPL19A-GFP yeast: yeast TOR pathway RPL19A-GFP modulation; S. cerevisiae RPL19A-GFP strain, flow cytometry, 3 h; stronger effect = lower value; percent response vs DMSO, % at 10 µM; 0.3% of 330,000 active; AID 2025;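 active means percent response vs DMSO below 50%; inconclusive means fewer than 70 events counted for the yeast strain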;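 further: median channel GFP fluorescence of the barcoded RPL19A-GFP strain; ratio of sample median GFP to plate DMSO average so 100% = DMSO; lower means less RPL19A-GFP as with rapamycin TOR inhibition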
MEP2-GFP yeast: modulators of TOR pathway MEP2-GFP in S. cerevisiae. S. cerevisiae MEP2-GFP strain, flow cytometry GFP, 3 h; 100% = DMSO control level. GFP response vs DMSO, % at 10 µM. 0.51% of 330,000 active;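 active means GFP response versus DMSO above a set limit, roughly screen mean plus 3 SD, cut at about 180% in these data; inconclusive means fewer than 70 cells counted for a yeast strain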;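 further: median GFP fluorescence of the barcode-gated MEP2-GFP cells per well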
GRK2 aptamer HTS: human GRK2 inhibition via aptamer displacement. P25098. bead flow cytometry, FAM-aptamer displacement from GRK2. inhibition of aptamer binding, % at 10 µM. 0.59% of 330,000 active. AID 488847;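 active means inhibition of aptamer binding above 40%, roughly 3 SD of noise, on plates passing a quality check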;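 further: median bead fluorescence of bound FAM aptamer so fluorescent compounds give negative values; no value below 0 was filed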
VLA-4 inh: inhibition in a human VLA-4 binding assay; 0.2% of 330,000 active; inhibition, % (about 7 µM as worked out from the volumes in the protocol); P13612; VLA-4 expressing cells, ligand binding flow cytometry; in the data active means inhibition above about 50%
Target sequence (P13612 whole entry, looked up): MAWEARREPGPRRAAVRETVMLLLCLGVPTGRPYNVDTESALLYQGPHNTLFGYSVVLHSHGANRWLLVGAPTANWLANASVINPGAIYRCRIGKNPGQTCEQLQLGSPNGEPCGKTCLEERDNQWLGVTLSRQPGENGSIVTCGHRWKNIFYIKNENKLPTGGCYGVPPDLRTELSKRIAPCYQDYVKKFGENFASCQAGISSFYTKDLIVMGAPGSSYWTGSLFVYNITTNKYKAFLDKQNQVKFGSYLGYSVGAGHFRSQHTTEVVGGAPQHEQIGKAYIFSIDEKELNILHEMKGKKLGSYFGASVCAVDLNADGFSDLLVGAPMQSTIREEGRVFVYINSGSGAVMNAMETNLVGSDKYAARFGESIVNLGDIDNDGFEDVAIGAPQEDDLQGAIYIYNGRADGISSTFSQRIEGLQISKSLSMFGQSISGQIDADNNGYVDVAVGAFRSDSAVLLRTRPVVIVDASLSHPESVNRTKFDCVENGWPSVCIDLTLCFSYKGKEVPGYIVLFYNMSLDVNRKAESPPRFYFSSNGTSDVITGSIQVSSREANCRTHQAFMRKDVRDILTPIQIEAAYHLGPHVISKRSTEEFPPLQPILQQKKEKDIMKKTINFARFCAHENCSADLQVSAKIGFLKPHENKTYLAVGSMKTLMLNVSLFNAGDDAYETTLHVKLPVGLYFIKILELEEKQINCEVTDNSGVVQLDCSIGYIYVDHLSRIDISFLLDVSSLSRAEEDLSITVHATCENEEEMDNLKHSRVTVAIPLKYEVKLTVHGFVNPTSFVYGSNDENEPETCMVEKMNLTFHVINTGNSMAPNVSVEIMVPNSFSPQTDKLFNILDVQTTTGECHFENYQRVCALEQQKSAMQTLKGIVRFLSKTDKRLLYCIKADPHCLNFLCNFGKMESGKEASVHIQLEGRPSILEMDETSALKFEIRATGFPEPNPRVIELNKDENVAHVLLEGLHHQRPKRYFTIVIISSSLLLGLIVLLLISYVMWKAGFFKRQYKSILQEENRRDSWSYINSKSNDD
AGP1-GFP MLPCN: alters AGP1-GFP fluorescence in TOR pathway yeast screen; 0.02% of 320,000 active; S. cerevisiae AGP1-GFP multiplex flow cytometry, 3 h; GFP as percent of DMSO wells; GFP response vs DMSO, % at 10 µM;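 active means GFP response relative to DMSO above a set limit, near screen average plus 3 SD, cut at about 150% in these data; inconclusive means fewer than 70 cells counted for the yeast strain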;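 further: median GFP channel fluorescence of the gated AGP1 strain per well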
CIT2-GFP yeast: modulators of TOR pathway CIT2-GFP in S. cerevisiae; GFP response vs DMSO, % at 10 µM; 0.065% of 320,000 active; S. cerevisiae CIT2-GFP strain, flow cytometry, 3 h; 100 means same as DMSO wells;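 active means GFP response relative to DMSO above a set limit, near the screen mean plus 3 SD, cut at about 150% in these data; inconclusive means Fewer than 70 cells measured for a yeast strain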;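 further: ratio of well median GFP fluorescence to mean of DMSO wells on the plate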
LAP4 TOR yeast: yeast TOR pathway LAP4-GFP modulation; GFP response vs DMSO, % at 10 µM; S. cerevisiae LAP4-GFP multiplex, flow cytometry GFP, 3 h; median GFP as percent of DMSO wells; 0.34% of 320,000 active;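 active means GFP response vs DMSO above a set limit, about the screen mean plus 3 SD, cut at about 150% in these data; inconclusive means under 70 cell events counted for the yeast strain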
Yeast superoxide: yeast age-related superoxide inhibition as caloric restriction mimetic | S. cerevisiae aged cells, superoxide DHE fluorescence; stronger effect = lower value | superoxide response (% of plate mean), % at 10 µM | 0.18% of 330,000 active;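 active means superoxide response under a set limit, about three screen SD below normal, cut at about 65% in these data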;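 further: yeast aged for seven days with compound at 30 °C before DHE staining; 100% = average MFI of all compound-treated wells on the plate with controls excluded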
Numbers without * were called inactive; ? = inconclusive; . = not tested or not shown; [ ] = remark or other dose.

SMILES	RPL19A-GFP yeast	MEP2-GFP yeast	GRK2 aptamer HTS	VLA-4 inh	AGP1-GFP MLPCN	CIT2-GFP yeast	LAP4 TOR yeast	Yeast superoxide
C[C@H](NC(N)=O)C(=O)Nc1ccc(N2CCOCC2)c(S(=O)(=O)Nc2ccc(Cl)cc2)c1	97.4	91.6	0.0	0.9	94.8	106.7	112.0	87.3
COC(=O)[C@H]1CN(C(=O)c2ccccc2)C(=O)N1	100.1	94.9	2.0	-4.5	87.0	87.8	96.8	95.7
COc1ccc(NS(=O)(=O)c2cccc(C(=O)NCC3(N4CCCCC4)CCCCC3)c2)cc1	97.7	96.0	0.0	10.1	104.2	98.3	102.0	103.2
COC(=O)[C@@H]1OC(=O)[C@H]2O[C@@]23[C@@]1(C)CC[C@@H]1[C@@]2(C)C=CC(=O)OC(C)(C)[C@@H]2CC(=O)[C@]13C	109.8	110.3	2.0	0.0	116.5	109.8	113.2	92.3
COc1ccc(NC(=O)CCSCCC(=O)Nc2ccc(OC)cc2OC)c(OC)c1	96.1	101.8	6.0	7.9	89.5	88.0	84.1	92.9
CN(CC(=O)NC1CCCCCC1)S(=O)(=O)c1ccc(F)cc1	105.5	98.3	0.0	-0.1	97.8	98.1	90.2	97.7
Cc1ccccc1NC(=O)c1sc2nc(N3CCOCC3)c3c(c2c1N)CCCC3	94.0	93.8	3.0	6.4	95.9	87.5	94.8	121.5
Cc1ccc(S(=O)(=O)N2CCN(C(=O)COC(=O)c3cc(C)oc3C)CC2)cc1	93.0	100.6	0.0	-6.6	92.5	77.1	93.5	89.3
COCc1cc(=O)n2[nH]c(-c3ccco3)cc2n1	98.6	105.3	0.0	4.6	102.0	91.5	108.7	105.6
CN(C)C1(CNC(=S)Nc2ccccc2C(F)(F)F)CCCCC1	93.3	?	0.0	-6.7	?	89.4	?	104.2
O=C(Nc1ccc(N2CCCCC2)cc1)c1ccccc1	89.7[may fluoresce violet]	121.5[may fluoresce violet]	6.0	-15.2	24.3[may fluoresce violet]	?	93.5[may fluoresce violet]	83.3
Cc1ccc2nc3n(c(=O)c2c1)CCC3	99.1	101.2	1.0	-2.3	104.6	103.3	98.7	100.2
Cc1ccc(C(=O)Oc2ccccc2N2C(=O)C3CCCCC3C2=O)cc1 (stereo unspecified)	16.6*[may fluoresce violet]	249.4*[may fluoresce violet]	0.0	-9.2	?	?	121.2[may fluoresce violet]	97.1
O=C(NCc1ccncc1)C1CCCN(S(=O)(=O)c2ccc(Br)cc2)C1 (stereo unspecified)	106.1	104.9	0.0	3.3	103.3	101.7	97.5	98.2
CCC(C)c1ccc(S(=O)(=O)N2CCN(C(C)CC(=O)O)CC2)cc1 (stereo unspecified)	94.8	93.5	0.0	3.3	100.6	99.9	97.1	106.2
COc1ccc(/C=N/NC(=O)c2cc(C34CC5CC(CC(C5)C3)C4)[nH]n2)cc1O	.	92.3	0.0	3.9	100.8	102.3	95.2	104.4
COc1ccc(NC(=O)CSc2nc(N3CCCCC3)nc(N3CCCCC3)n2)cc1	.	100.0	2.0	2.6	97.2	97.7	94.5	92.0
Cc1c(=O)n(OCc2ccccc2F)c2ccccc2[n+]1[O-]	98.6	108.3	3.0	0.2	99.2	94.3	104.9	98.2
COc1ccc(NC(=O)COC(=O)Cc2c(F)cccc2Cl)cc1	108.0	95.1	0.0	-9.4	100.5	98.0	99.0	98.5
COc1ccccc1NC(=O)N1CCN(c2cccc(C(F)(F)F)c2)CC1	100.7	101.0	7.0	-17.4	100.4	101.6	92.7	93.4
Cc1nc(NC(=O)c2ccccc2)sc1-c1csc(Nc2ccc(Cl)cc2Cl)n1	96.7	93.9	3.0	0.8	104.5	97.9	90.5	90.8
COc1ccc2nc(NC(=O)C3CCN(C(=O)c4ccc(F)cc4)CC3)sc2c1	80.9	97.8	2.0	3.8	93.3	100.8	90.6	102.9
COc1ccc(N(C(=O)Cn2nnc3ccccc32)C(C(=O)NCc2ccco2)c2ccc(C)o2)cc1 (stereo unspecified)	102.5	101.6	1.0	12.5	105.6	104.1	102.7	103.8
Cc1cccc(-n2cc(CN3CCCN(C=O)CC3)c(-c3cccc(F)c3)n2)c1	99.9	112.9	0.0	6.4	105.8	99.5	114.0	95.9
O=C(NC1CCCCC1)Sc1ccc(Cl)cc1	84.8	106.8	2.0	29.6	106.9	94.7	136.2	90.8
COc1ccc(CN2CCNC(=O)C2CC(=O)N(C)Cc2nonc2C)c(F)c1 (stereo unspecified)	95.2	94.7	0.0	-9.9	107.4	105.6	103.4	101.4
O=C(c1ccc(Cl)cc1[N+](=O)[O-])N1CCc2ccccc2C1	91.6	96.0	1.0	3.3	95.9	88.2	95.4	112.4
Cc1cc(NC(=O)CCC(=O)N(CC(=O)NCC2CCCO2)c2ccc(C)c(C)c2)no1 (stereo unspecified)	102.1	105.6	1.0	7.2	105.9	108.2	101.2	88.3
COc1cccc2cc(CC(=O)c3ccc(C)c(C)c3)c(=O)oc12	99.9	104.2	1.0	-13.5	96.2	86.0	105.6	115.6
C=C1CCC2[C@](C)(CO)[C@H](O)CC[C@@]2(C)[C@@H]1C/C=C1\C(=O)OC[C@H]1O (stereo partly specified)	93.3	104.6	0.0	9.0	105.0	95.0	106.3	99.8
CSc1nsc(N/N=C/c2ccc3c(c2)OCO3)c1C#N	103.6	103.2	0.0	-1.6	89.5	96.3	99.9	98.5
c1coc(-c2nnc(-c3ccco3)nn2)c1	105.2	106.4	88.0*	11.8	93.3	105.9	88.1	88.5
Cc1cccc(N(CC(N)=O)C2SC(=O)NC2=O)c1 (stereo unspecified)	94.0	95.8	0.0	1.1	93.8	98.9	93.2	98.3
C=CCN1C(=O)C2C(C(=O)NCc3ccccc3)C3(C)C=CC2(O3)C1C(=O)NC(C)(C)C (stereo unspecified)	98.2	106.1	1.0	13.3	102.7	100.4	109.2	109.2
CC(C)C(C(=O)NCc1ccco1)N(C(=O)CNS(=O)(=O)c1ccccc1)C1CCCC1 (stereo unspecified)	103.4	103.6	3.0	17.4	105.9	104.1	102.7	99.2
CC(=O)Nc1ccc(NC(=O)C2CCN(S(=O)(=O)c3cccc4nonc34)CC2)cc1	105.3	102.2	0.0	19.6	112.2	98.9	102.9	108.9
Cc1ccc(S(=O)(=O)NCCC(=O)NC2CCC(C)CC2)cc1 (stereo unspecified)	101.2	107.5	3.0	2.8	102.2	118.0	100.0	86.1
COc1ccc(NC(=O)/C(C#N)=C/c2ccc[nH]2)c(OC)c1	100.6	98.2	0.0	-17.7	98.1	103.0	88.5	103.8
C=CCN(CC=C)C(=O)c1ccc(OC2CCN(Cc3ccccn3)CC2)cc1	98.4	99.9	1.0	8.5	104.2	105.0	104.0	123.7
O=C(O)/C=C/C(=O)N1CCN(S(=O)(=O)c2cc(C(F)(F)F)ccc2Cl)CC1	92.2	94.6	1.0	-5.2	91.2	96.4	88.5	105.4
Cc1[nH]c2ccc(C(=O)N3CCN(Cc4ccccc4)CC3)cc2c1C	103.0	112.0	1.0	-2.5	94.5	100.6	96.6	92.2
CN(C)C(=O)Cn1cnc2c(cnn2-c2ccccc2Cl)c1=O	98.8	98.9	0.0	-3.5	99.8	96.4	101.1	87.3
O=C(CN1CCN(c2cccc(Cl)c2)CC1)Nc1nccs1	104.8	101.9	0.0	2.4	96.3	105.5	93.1	105.5
Fc1ccc(C2=CC(c3ccc(Br)o3)n3ncnc3N2)cc1 (stereo unspecified)	98.2	107.7	0.0	-43.5	96.3	114.4	97.4	122.3
S=C(Nc1ccc2nsnc2c1)NC1CCCCC1	102.3	109.3	0.0	12.2	105.0	96.3	111.0	89.7
CCOC(=O)C1=C(C)NC(SCC(N)=O)=C(C#N)C1c1ccncc1 (stereo unspecified)	93.0	100.0	0.0	-16.3	94.7	100.1	94.4	105.4
C/C(NC(=O)c1ccccc1)=C1/C(=O)CC2C1C2(C)C (stereo unspecified)	100.5	101.9	0.0	3.6	104.6	107.8	96.5	99.0
COc1ccccc1CNCC(=O)Nc1cc(S(=O)(=O)N2CCOCC2)ccc1Cl	98.6	97.8	0.0	4.5	95.9	102.9	93.9	130.7
O=C(Cn1cc([N+](=O)[O-])ccc1=O)Nc1ccc2c(c1)OCO2	92.2	98.6	0.0	-4.9	90.8	94.4	89.8	101.2
Cc1ccc(CN2CCN(Cc3nc4c(s3)CCCC4)CC2CCO)cc1 (stereo unspecified)	107.2	101.9	0.0	-21.0	99.6	103.1	100.1	109.0
Cc1cc(Nc2ccc(F)cc2C)n2nc(C)nc2n1	99.3	94.9	0.0	10.5	100.9	103.3	106.8	100.4
COc1ccc(NS(=O)(=O)c2cc(NC(=O)c3ccccc3)ccc2N2CCOCC2)cc1	90.6	90.6	1.0	2.6	97.3	105.9	97.5	84.8
CC(=O)C(Cc1ccc(Cl)nc1)Cc1ccc(Cl)nc1	91.3	97.1	2.0	-2.4	90.2	89.6	95.2	94.1
COc1ccc(CNC(=O)C(C)n2nc(C)c3c(C)n(-c4ccc(C)cc4)nc3c2=O)cc1 (stereo unspecified)	103.4	111.9	3.0	-0.2	103.3	102.9	99.3	82.5
CCCCNCCOCCOc1ccc(F)cc1	107.5	109.7	0.0	7.3	107.2	108.5	104.1	100.2
CCN(CC)S(=O)(=O)c1ccc(NC(=O)c2ccc(CN3CCOCC3)cc2)cc1	102.8	102.3	6.0	1.0	105.2	103.5	99.5	92.4
O=C(c1cccc(S(=O)(=O)N2CCOCC2)c1)N1CCCc2ccccc21	103.4	99.5	0.0	1.9	107.6	.	90.4	100.1
Fc1cccc2sc(N3CCCC3)nc12	88.2	?	0.0	40.4	77.1	93.9	86.7	96.7
CCOC(=O)c1c(C)n(C)c2ccc(OC)c(NS(=O)(=O)c3ccc(Cl)s3)c12	104.1	104.2	0.0	4.1	105.2	.	117.8	104.8
CC(=O)N1N=C(c2cccc(Br)c2)OC12CCCC2	95.1	95.2	0.0	5.5	96.4	90.2	115.8	92.3
Further compounds follow.
SMILES	RPL19A-GFP yeast	MEP2-GFP yeast	GRK2 aptamer HTS	VLA-4 inh	AGP1-GFP MLPCN	CIT2-GFP yeast	LAP4 TOR yeast	Yeast superoxide
Cc1ccc(NC(=O)Cc2nnc(N)s2)cc1	98.9	100.6	0.0	12.8	105.7	93.9	114.2	109.9
O=S(=O)(c1ccccc1)c1nc(-c2ccccc2Cl)oc1NCCN1CCOCC1	94.3	93.9	2.0	7.1	97.5	105.5	91.3	86.4
CCOC(=O)c1c(-c2ccc(Cl)cc2)cn2ccccc12	95.9	105.0	0.0	4.3	95.3	92.3	96.3	99.0
O=C(c1ccco1)N1CCN(C(c2ccc(Cl)cc2)c2nnnn2CC2CCCO2)CC1 (stereo unspecified)	97.6	102.6	1.0	-1.1	99.5	104.1	92.8	117.8
CCNC(=S)NNC(=O)c1csc(C(C)C)c1	100.7	97.3	2.0	-13.2	103.5	102.3	105.5	92.9
COc1ccc(-n2nccc2-c2nn(-c3cccc(OC)c3)c(=O)n(C)c2=O)cc1	92.3	96.5	3.0	-15.9	91.9	88.1	87.2	95.2

A draw from above in order of number of heavy atoms, highest first.
SMILES	RPL19A-GFP yeast	MEP2-GFP yeast	GRK2 aptamer HTS	VLA-4 inh	AGP1-GFP MLPCN	CIT2-GFP yeast	LAP4 TOR yeast	Yeast superoxide
Cc1ccc(S(=O)(=O)NCCC(=O)NC2CCC(C)CC2)cc1 (stereo unspecified)	101.2	107.5	3.0	2.8	102.2	118.0	100.0	86.1
O=C(CN1CCN(c2cccc(Cl)c2)CC1)Nc1nccs1	104.8	101.9	0.0	2.4	96.3	105.5	93.1	105.5
S=C(Nc1ccc2nsnc2c1)NC1CCCCC1	102.3	109.3	0.0	12.2	105.0	96.3	111.0	89.7

Bioassay records (PubChem BioAssay)
